High-throughput results: PubChem, National Center for Advancing Translational Sciences (NCATS)
GPT2 inh: Primary qHTS assay for inhibitors of Glutamate pyruvate transaminase 2 (GPT2); Potency, µM (doses to about 57.7 µM), for the others: at the highest dose activity change, negative = inhibition, hits mostly inhibitors; Recombinant GPT2, coupled pyruvate oxidase/HRP Amplex Red fluorescence; Alanine aminotransferase 2 (Homo sapiens), Q8TD30; 100,000 tested, 0.25% active; also: potency is read from the fitted curve at half-maximal effect; nearly all actives have a fitted effect of over 60% in size; many of its hits are not listed in these tables
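Inhibition is scored from Amplex Red fluorescence generated when pyruvate oxidase and HRP act on pyruvate released by GPT2. Reactions contain 10ng/uL enzyme, 250uM a-KG and 2mM L-alanine and run 30 min at room temperature.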
SNCA viab count: GF-AFC viability counterscreen for inhibitors of alpha-synuclein gene (SNCA) expression | HEK-293-SNCA-luc viability, GF-AFC fluorescence, 24 h | Potency, µM (top dose mostly 57.1 µM), for the others: at the highest dose activity change, negative = cytotoxicity, most hits filed as cytotoxic | 150,000 tested, 0.12% active;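 also: potency is read from the fitted curve at half-maximal effect; 0% = DMSO-treated cells and -100% = medium-only wells without cells; nearly all actives have a fitted effect of over 30% in size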
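Cytotoxicity counterscreen: after 24 h compound treatment of genome-edited SNCA-luciferase HEK-293 cells, live-cell protease substrate GF-AFC read by fluorescence after 30 min; activity scaled between DMSO (0%) and medium-only (-100%), curves Hill-fitted.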
3T3 cytotox: Cytotoxic Profiling in NIH 3T3 Cell Line of Diverse Libraries Using Quantitative High-Throughput Screening. NIH 3T3 viability, CellTiter-Glo ATP luminescence, 48-72 h. 94,000 tested, 4.3% active. Potency, µM (doses to about 96.7 µM), inactives show at the top dose activity change, negative = cytotoxicity, usual class: inhibitors; also: potency is read from the fitted curve at half-maximal effect; nearly all actives have a fitted effect of over 55% in size
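Cytotoxicity was measured by CellTiter-Glo ATP luminescence after 48 or 72 h compound exposure at 37 °C. Mouse NIH 3T3 fibroblasts were seeded at 400 cells/well and dosed by 23 nL pin transfer.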
IP6K1 inh: Primary qHTS assay for small molecule inhibitors of Inositol hexaphosphate kinase 1 (IP6K1); Inositol hexakisphosphate kinase 1 (Homo sapiens), Q92551; IP6K1 kinase, ADP-Glo luminescence, 2 h; hits give low values; activity change, % (series mostly up to about 58 µM); 140,000 tested, 0.81% active; in the data active = activity change below about -25%
Target sequence (Q92551 whole entry, looked up): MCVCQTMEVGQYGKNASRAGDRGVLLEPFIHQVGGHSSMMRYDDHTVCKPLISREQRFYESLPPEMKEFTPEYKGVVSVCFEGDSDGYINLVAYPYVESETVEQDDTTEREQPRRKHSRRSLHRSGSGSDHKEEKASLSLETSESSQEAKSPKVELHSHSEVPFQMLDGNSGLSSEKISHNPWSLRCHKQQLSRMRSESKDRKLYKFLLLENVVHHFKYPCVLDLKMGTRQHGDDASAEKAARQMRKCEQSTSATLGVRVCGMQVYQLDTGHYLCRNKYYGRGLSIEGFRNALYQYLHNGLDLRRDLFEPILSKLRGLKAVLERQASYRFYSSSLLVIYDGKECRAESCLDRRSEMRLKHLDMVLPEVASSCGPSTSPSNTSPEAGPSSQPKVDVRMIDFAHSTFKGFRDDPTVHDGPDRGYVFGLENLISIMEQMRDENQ
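ADP-Glo luminescence measures ADP made by human IP6K1 during a 2 h RT reaction with ATP/IP6 (mix at 1.3 mM/130 uM); top library doses 57.5 and 19.1 uM final.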
HEK cytotox: Cytotoxic Profiling in HEK 293 Cell Line of Diverse Libraries Using Quantitative High-Throughput Screening. HEK 293 viability, ATP luminescence (CellTiter-Glo), 48-72 h. Potency, µM (series often up to 115 µM), inactives show at the top dose activity change, negative = cytotoxicity, hits mostly inhibitors. 94,000 tested, 6.6% active. AID 1345083, 2018; also: potency is read from the fitted curve at half-maximal effect; nearly all actives have a fitted effect of over 60% in size
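250 HEK 293 cells/well; compound by pintool; incubated 48 or 72 hr at 37 degree Celsius; CellTiter-Glo added, 10 min RT, luminescence imaged.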
Luciferase inh: Firefly luciferase inhibition profiling of diverse chemical library using quantitative high-throughput screening | Luciferin 4-monooxygenase (Photinus pyralis), P08659 | purified P. pyralis luciferase, luminescence, biochemical | Potency, µM (series often up to 115 µM), without a hit: top-dose activity change, negative = inhibition, hits mostly inhibitors | 76,000 tested, 2.5% active | AID 1347043, 2019; also: potency is read from the fitted curve at half-maximal effect; nearly all actives have a fitted effect of over 65% in size
Target sequence (P08659 whole entry, looked up): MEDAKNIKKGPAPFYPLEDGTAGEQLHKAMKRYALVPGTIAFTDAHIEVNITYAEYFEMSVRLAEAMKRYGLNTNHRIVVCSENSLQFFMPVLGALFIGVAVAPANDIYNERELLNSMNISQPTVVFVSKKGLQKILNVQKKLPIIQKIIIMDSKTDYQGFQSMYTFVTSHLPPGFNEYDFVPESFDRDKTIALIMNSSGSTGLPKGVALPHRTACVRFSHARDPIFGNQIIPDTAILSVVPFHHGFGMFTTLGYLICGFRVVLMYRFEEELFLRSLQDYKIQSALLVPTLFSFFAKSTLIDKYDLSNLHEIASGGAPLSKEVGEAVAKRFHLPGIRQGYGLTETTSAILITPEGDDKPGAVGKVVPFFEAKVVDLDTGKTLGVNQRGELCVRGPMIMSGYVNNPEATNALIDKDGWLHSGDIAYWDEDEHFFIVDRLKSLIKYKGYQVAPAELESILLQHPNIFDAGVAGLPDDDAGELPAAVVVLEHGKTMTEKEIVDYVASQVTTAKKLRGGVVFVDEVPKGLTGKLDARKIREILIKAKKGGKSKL
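Biochemical qHTS: compound (6-point titration) added to 10uM D-luciferin plus 10uM ATP in Tris acetate pH 7.5 buffer with Mg, Tween-20 and BSA, then purified enzyme at 10nM; light output imaged.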
SNCA expr inh: Primary qHTS assay for inhibitors of alpha-synuclein gene (SNCA) expression; 140,000 tested, 0.17% active; HEK-293 SNCA-luciferase knock-in, luminescence, 24 h; Potency, µM (top dose mostly 57.2 µM), without a hit: top-dose activity change, negative = inhibition, actives largely listed as inhibitors;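 also: potency is read from the fitted curve at half-maximal effect; plate controls were DMSO cells for no effect and cell-free wells for full effect; nearly all actives have a fitted effect of over 45% in size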
Starred values were filed as active, the others as inactive; i = inactive; u = inconclusive; x = not tested or not shown; & = joins results of further samples; [ ] = remark or other dose. Unless noted, calls follow the shape of the dose curve; as a rule, active = well fitted curve in the direction sought with a large enough effect; inconclusive = small, poorly fitted or top-dose-only effect, or another doubt; inactive = no such curve, though single readings can be large; an effect the other way counts as inactive or inconclusive. Unless noted, % is scaled to controls: 0 for no effect and ±100 for the full control effect. Not all compounds are listed, so the mix of outcomes need not match the whole.

1	Cc1ccc(NC(=O)N2CCc3c(sc4c3CCCC4)C2c2ccccc2)cc1F (stereo not drawn)
2	Cc1cc(C)c(S(=O)(=O)NCc2csc(-c3ccccc3)n2)c(C)c1
3	O=C1c2c(O)cc(O)cc2OC(c2ccc(O)c(O)c2)C1O (stereo not drawn)
4	CCN(c1ccccc1)c1cc(NC)[n+](C)c(C)n1
5	CCC1=C(c2ccc(C)cc2)S(=O)(=O)N=C1N1CCC(C(=O)NCc2ccc(N(C)C)cc2)CC1
6	CCC(CC)C(=O)Nc1cccc(-c2nc3cccnc3s2)c1
7	O=C(Nc1ccccc1F)N1CC(c2nnc(-c3ccncc3)o2)C2(CCOCC2)C1 (stereo not drawn)
8	COC(=O)[C@@H]1Cc2c([nH]c3ccccc23)[C@@H]2C[C@@H](NCCNC(C)=O)C[C@@H](c3cccc(Cl)c3)N12

| Assay by compound | 1 | 2 | 3 | 4 | 5 | 6 | 7 | 8 |
| --- | --- | --- | --- | --- | --- | --- | --- | --- |
| GPT2 inh | x | x | u | i | x | x | i | -4% |
| SNCA viab count | 8% | -3% | -4%&-12% | -4% | -10% | 7% | 3% | -3% |
| 3T3 cytotox | x | x | x | x | x | x | -4% | 28µM* |
| IP6K1 inh | 10 | 20 | x | x | 18 | -7 | 23 | -5 |
| HEK cytotox | x | x | x | x | x | x | i | 32µM* |
| Luciferase inh | x | x | x | x | x | x | -10% | -9% |
| SNCA expr inh | 116%[activator] | -27% | -10%&10% | 22% | -16% | 51%[activator] | -27% | 40%[activator] |

One compound at a time, as listed above. Order of screens: GPT2 inh	SNCA viab count	3T3 cytotox	IP6K1 inh	HEK cytotox	Luciferase inh	SNCA expr inh
Listed for COC(=O)[C@@H]1Cc2c([nH]c3ccccc23)[C@@H]2C[C@@H](NCCNC(C)=O)C[C@@H](c3cccc(Cl)c3)N12 = -4%	-3%	28µM*	-5	32µM*	-9%	40%[activator]
Listed for CCC1=C(c2ccc(C)cc2)S(=O)(=O)N=C1N1CCC(C(=O)NCc2ccc(N(C)C)cc2)CC1 = x	-10%	x	18	x	x	-16%

Next section:
9	O=C(C[C@@H]1O[C@H](CNC(=O)Nc2ccccc2)[C@@H](O)[C@H]1O)NC1CC1
10	CCN1c2cc(C(=O)Nc3cccc(C)c3)ccc2C(=O)N2CCCC21 (stereo not drawn)
11	CCC(CC)C(=O)Nc1nnc(S(=O)(=O)N2CCc3ccccc32)s1
12	O=C(CN1C(=O)NC(c2ccc(Cl)cc2)C2=C1COC2=O)Nc1cc(F)ccc1F (stereo not drawn)
13	CCOC(=O)C1=CN(CC(=O)NC(C)CCc2ccccc2)S(=O)(=O)N=C1C (stereo not drawn)
14	CCN(c1ncnc2c1cnn2-c1cccc(Cl)c1)C1CCCCC1
15	CC1=C(C(=O)OCC(C)C)C(c2ccc(OCc3ccccc3)cc2)N2C(=O)CCSC2=N1 (stereo not drawn)
16	COC(=O)[C@H](Cc1ccc(OC)cc1)NC(=O)[C@H]1CN(S(=O)(=O)c2ccccc2)CCN1C(C)=O

| Assay by compound | 9 | 10 | 11 | 12 | 13 | 14 | 15 | 16 |
| --- | --- | --- | --- | --- | --- | --- | --- | --- |
| GPT2 inh | -16%[88.5 µM] | i | x | 1% | 2% | x | x | 5% |
| SNCA viab count | 7%[87.6 µM] | -12%[12.5 µM] | -3% | -3% | 2% | -2% | 6% | 2% |
| 3T3 cytotox | 0%[174 µM] | u | x | u | -20% | x | x | u |
| IP6K1 inh | 6 | -11 | 5 | 0 | -7 | 16 | -18 | 3 |
| HEK cytotox | -5%[172 µM] | u | x | 45µM* | -14% | x | x | -3% |
| Luciferase inh | u | -15% | x | 11% | -8% | x | x | -5% |
| SNCA expr inh | 18%[87.6 µM] | 14% | -4% | -21% | 13% | -5% | 2% | 23% |

17	O=C(c1ccncc1)N1CCC(Nc2cccnc2)C1 (stereo not drawn)
18	CN(Cc1nc2c(s1)CCCC2)C(=O)CN1C(=O)CSc2ccccc21
19	COc1ccc(C(=O)N2CC[C@H]3NC(=O)N(c4ccc(C(C)C)cc4)C(=O)[C@H]32)cc1
20	OCc1cccc(-c2ccc3ncc(Nc4ccc(OCCN5CCCC5)cc4)n3n2)c1
21	O=C(N1CCCC1)C1(CCO)CCN(c2ncccn2)C1 (stereo not drawn)
22	O=C(NCCc1noc(-c2ccccc2)n1)c1ccc(Cl)s1
23	C=C[C@@]1(C)CCC2C(=CCC3[C@]2(C)CCC[C@@]3(C)C(=O)O)C1 (stereo partly drawn)
24	Cc1nnc2n1CCC(N(C)C(=O)NCCc1ccccc1)CC2 (stereo not drawn)

| Assay by compound | 17 | 18 | 19 | 20 | 21 | 22 | 23 | 24 |
| --- | --- | --- | --- | --- | --- | --- | --- | --- |
| GPT2 inh | u | 3% | -4%[88.5 µM] | i | i | -13% | i | i |
| SNCA viab count | 6% | -14% | u | -27%[87.6 µM] | -7% | 6% | -14% | 20% |
| 3T3 cytotox | -6% | -23% | -23%[174 µM] | u | -12% | u | x | -22% |
| IP6K1 inh | 2 | 2 | -5 | -11 | -7 | 16 | 6 | -6 |
| HEK cytotox | 0% | u | -17%[172 µM] | 100µM* | 5% | -29% | x | 3% |
| Luciferase inh | -8% | -6% | 9%[172 µM] | 5%[172 µM] | -12% | -7% | x | -18% |
| SNCA expr inh | -27% | 1% | 2%[87.6 µM] | 6%[87.6 µM] | -10% | 1% | x | 1% |

25	O=C1CC2(CCN(C(=O)c3ccc(CSc4ccccc4)o3)C2)C(=O)N1 (stereo not drawn)
26	COCCc1nncn1C1CCN(C(=O)c2ccc(C)c(C)c2)CC1
27	COc1ccc(C(=O)N2CCCn3cc(-c4ccccc4)nc32)cn1
28	O=C(c1cc(O)c(O)c(O)c1)c1ccc(O)c(O)c1O
29	Cn1ncc2c(C(=O)Nc3ccc(Cl)cc3)cc(-c3ccc(C(F)(F)F)cc3)nc21
30	CC1CCC2(C(=O)O)CCC3(C)C(=CCC4C5(C)C[C@@H](O)[C@@H](O)C(C)(CO)C5CCC43C)C2C1(C)O (stereo partly drawn)
31	O=C(C[C@@H]1CCNC[C@@H]1Cc1cc(CC2CCCCC2)on1)NC1CC1
32	CC(=O)N1Cc2ccccc2CC2(CCCCN2Cc2ccncc2)C1 (stereo not drawn)

| Assay by compound | 25 | 26 | 27 | 28 | 29 | 30 | 31 | 32 |
| --- | --- | --- | --- | --- | --- | --- | --- | --- |
| GPT2 inh | 3% | -2% | 0% | u | x | 0%[27.3 µM] | 1%[88.5 µM] | i |
| SNCA viab count | 1% | 8% | -12% | -5%[23.9 µM] | x | 11%[23.9 µM] | 5%[87.6 µM] | -18% |
| 3T3 cytotox | -24% | 4% | i | x | -9% | x | u | -1% |
| IP6K1 inh | -5 | 6 | -6 | -67* | 0 | -3 | 8 | -12 |
| HEK cytotox | u | 2% | u | x | i | x | i | 1% |
| Luciferase inh | 10% | -11% | -4% | x | x | x | 11%[172 µM] | x |
| SNCA expr inh | -13% | 0% | 5% | -43%[25.6 µM] | x | x | 25%[87.6 µM] | 3% |

33	Cc1cn2nc(C(=O)NCc3ccc(C(C)C)cc3)cc2c(N2CCCC2)n1
34	O=C(c1cc2cc(Cl)ccc2[nH]1)N1C[C@@H](CO)[C@H](c2ccccn2)C1
35	CSc1ncc(Cl)c(C(=O)Nc2c(C(=O)Nc3cccc(Cl)c3)oc3ccccc23)n1
36	COc1ccc(NC(=O)C2CN(S(C)(=O)=O)CC23CCCCC3)c(C)c1 (stereo not drawn)
37	CCc1ccc(NC(=O)CCS(=O)(=O)c2ccc3c(c2)n(C)c(=O)c(=O)n3C)cc1
38	CSc1cccc(NC(=O)Cn2nc3n(c2=O)CCCCC3)c1
39	COc1ccc(CN2CCC3(CC2)OC(=O)N(Cc2ccccc2C#N)C3(C)c2ccccc2)cc1O (stereo not drawn)
40	CCOc1cccc(CC(=O)Nc2ccc3nc(N4CCCCC4)cc(C)c3c2)c1OCC

| Assay by compound | 33 | 34 | 35 | 36 | 37 | 38 | 39 | 40 |
| --- | --- | --- | --- | --- | --- | --- | --- | --- |
| GPT2 inh | -12% | u | x | i | x | i | -1% | x |
| SNCA viab count | 2% | 4% | -15% | 5% | 3% | -2% | -9% | -6% |
| 3T3 cytotox | u | u | x | -6% | x | -11% | u | x |
| IP6K1 inh | 20 | 0 | -2 | 25 | 10 | 4 | -1 | -10 |
| HEK cytotox | u | u | x | 4% | x | -15% | 45µM* | x |
| Luciferase inh | 1% | -4% | x | -7% | x | -19% | 8% | x |
| SNCA expr inh | 0% | u | 22% | 3% | -18% | -6% | 7% | -4% |

41	CCNC(=O)NC1(CCOC)CCN(C(=O)c2ccoc2)CC1
42	COc1ccc(-n2c(=O)c3c(c4cc(OC)ccc4n3C)n(CCC(C)C)c2=O)cc1
43	Cc1cc(C)n(CCC(=O)N2CC(c3noc(COc4ccccc4)n3)C2)n1
44	O=C(Cc1cccc(F)c1)Nc1ccc2ncnc(N3CCCCC3)c2c1
45	Cc1ncc2c(c1CNC(=O)c1ccccc1F)CCN(C(=O)Cc1cccc(F)c1)C2
46	CCN1c2cc(C(=O)NCc3ccccc3C(F)(F)F)ccc2C(=O)N2CCCCCC21 (stereo not drawn)
47	CCC(=O)N1CCc2cc(S(=O)(=O)CCC(=O)Nc3ccc(Cl)c(C(F)(F)F)c3)ccc21
48	CCOc1ccc(NC(=O)Cn2ccn3nc(-c4ccc(OC)c(OC)c4)cc3c2=O)cc1
49	CN1CCCC2(CC1)CCN(C(=O)c1c3c(nn1C)CCCC3)CC2
50	COc1ccc(C(=O)N2CCCC(c3nc(-c4ccccc4)no3)CCNC(=O)CC2)c(OC)c1 (stereo not drawn)
51	COCc1ccc2c(c1)c(OC(C)(C)C(=O)NCCc1ccccn1)nn2Cc1ccccc1

| Assay by compound | 41 | 42 | 43 | 44 | 45 | 46 | 47 | 48 | 49 | 50 | 51 |
| --- | --- | --- | --- | --- | --- | --- | --- | --- | --- | --- | --- |
| GPT2 inh | i | x | u | i | 4% | i | x | x | -22% | i | 1% |
| SNCA viab count | -2% | 15% | 6% | -18% | -7% | u | 2% | -9% | -20% | -9% | -13% |
| 3T3 cytotox | -8% | x | -24% | u | -9% | u | x | x | -19% | -21% | u |
| IP6K1 inh | 11 | 19 | 10 | 13 | 5 | -8 | -8 | -3 | -3 | 23 | 3 |
| HEK cytotox | i | x | -15% | u | -11% | 40µM* | x | x | -11% | u | u |
| Luciferase inh | 0% | x | x | -8% | -3% | -12% | x | x | -2% | u | -11% |
| SNCA expr inh | -4% | -4% | 6% | -1% | -1% | u | u | 66%[activator] | 1% | 75%[activator] | 4% |
